Source: PubChem BioAssay (several laboratories)
Bcl-XL Bim block: human Bim-Bcl-XL interaction inhibition. Q07817. Bim peptide-Bcl-XL binding, bead flow cytometry, fluorescence. inhibition, % at 10 µM. actives 0.04% (n = 190,000). AID 1007
Target sequence (Q07817 whole entry, looked up): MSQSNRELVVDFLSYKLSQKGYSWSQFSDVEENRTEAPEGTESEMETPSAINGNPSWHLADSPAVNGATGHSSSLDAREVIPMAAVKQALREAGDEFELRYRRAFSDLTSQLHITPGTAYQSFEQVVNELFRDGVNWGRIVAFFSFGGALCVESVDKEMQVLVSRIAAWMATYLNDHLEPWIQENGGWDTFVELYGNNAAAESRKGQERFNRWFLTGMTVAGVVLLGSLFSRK
Bim-Bcl-W: inhibitors of Bim-Bcl-W interaction, human. actives 0.02% (n = 190,000). AID 952. bead-based flow cytometry, Bim peptide-Bcl-W binding. inhibition, % at 10 µM. Q92843;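 note: 0% = bound tracer without compound and 100% = peptide blocker; higher means less fluorescent Bim peptide bound to Bcl-W beads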
Target sequence (Q92843 whole entry, looked up): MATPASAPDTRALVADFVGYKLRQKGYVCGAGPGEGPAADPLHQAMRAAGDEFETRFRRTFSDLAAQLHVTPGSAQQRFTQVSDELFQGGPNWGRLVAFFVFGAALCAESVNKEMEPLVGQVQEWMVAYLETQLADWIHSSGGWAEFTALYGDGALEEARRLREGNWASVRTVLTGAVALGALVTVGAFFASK
RGS4-Gao reg: human RGS4-Galphao interaction regulation | P09471 | actives 0.33% (n = 220,000) | AID 1415 | binding response (% of control), % at 10 µM | Multiplexed bead flow cytometry, RGS4-Galphao binding; actives lie on both sides; in the data active = binding response below about 49% or above about 150%; inactive = in between;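 note: fluorescent Galphao activated with aluminum fluoride binding bead-coupled RGS4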
Mcl1 Bid PPI: Mcl-1/Bid interaction inhibition | TR-FRET Mcl-1/Bid-Dy647 peptide binding, 1536-well | inhibition, % at 21.7 µM | actives 0.97% (n = 220,000);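 active = compounds that cut the binding signal by more than half at the single screening dose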;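 note: His-tagged Mcl-1 with europium anti-His antibody binding Bid BH3 peptide; 0% = Mcl-1 plus peptide wells and 100% = peptide-only wells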
Target sequence (Q07820 whole entry, looked up): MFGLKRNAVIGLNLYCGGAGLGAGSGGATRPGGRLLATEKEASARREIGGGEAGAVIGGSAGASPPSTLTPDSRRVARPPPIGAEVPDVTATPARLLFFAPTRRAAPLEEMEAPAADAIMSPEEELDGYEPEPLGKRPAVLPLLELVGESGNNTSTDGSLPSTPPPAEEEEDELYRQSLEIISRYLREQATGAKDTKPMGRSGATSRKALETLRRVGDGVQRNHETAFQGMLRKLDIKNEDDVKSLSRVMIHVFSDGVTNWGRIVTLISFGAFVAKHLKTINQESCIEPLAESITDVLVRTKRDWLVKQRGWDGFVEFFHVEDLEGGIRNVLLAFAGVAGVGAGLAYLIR
RGS8-Gao: modulates binding of RGS8 to human Galphao; P09471; multiplexed bead flow cytometry; actives lie on both sides; response (percent of control binding), % at 10 µM; actives 0.34% (n = 220,000); AID 1423; in the data active = response below about 60% or above about 140%; inactive = in between;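 note: Galphao activated as the GDP aluminium fluoride complex binding bead-coupled RGS8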
RGS7-Gao: modulates binding of RGS7 to human Galphao; binding response (% of control), % at 10 µM; P09471; actives 0.35% (n = 220,000); Multiplexed bead flow cytometry; actives lie on both sides; AID 1439; in the data active = binding response below about 49% or above about 150%; inconclusive = no clear call, values can overlap the other calls; inactive = in between;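 note: fluorescent Galphao held in activated GDP-AlF4 state binding bead-coupled RGS7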
Bfl-1 Bim block: disrupts Bim binding to human Bfl-1; Q16548; actives 0.12% (n = 190,000); inhibition, % at 10 µM; Bead-based flow cytometry, Bim-Bfl-1 binding inhibition; AID 1008;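 note: 0% = wells without compound plus tracer and 100% = blocker peptide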
Bim-Bcl-2: inhibitors of Bim-Bcl-2 interaction, human; AID 950; actives 0.06% (n = 190,000); P10415; inhibition, % at 10 µM; Bead-based flow cytometry, Bim peptide-Bcl-2 binding; in the data active = inhibition above about 40%; inconclusive = no clear call, values can overlap the other calls;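 note: 0% = no compound wells with probe peptide and 100% = reference peptide inhibitor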
Bcl-B Bim block: inhibitors of Bim-Bcl-B interaction, human; Q9HD36; bead-based flow cytometry, Bim peptide-Bcl-B binding; inhibition, % at 10 µM; actives 0.073% (n = 190,000);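 note: 0% = tracer peptide without compound and 100% = reference inhibitor peptide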
Target sequence (Q9HD36 whole entry, looked up): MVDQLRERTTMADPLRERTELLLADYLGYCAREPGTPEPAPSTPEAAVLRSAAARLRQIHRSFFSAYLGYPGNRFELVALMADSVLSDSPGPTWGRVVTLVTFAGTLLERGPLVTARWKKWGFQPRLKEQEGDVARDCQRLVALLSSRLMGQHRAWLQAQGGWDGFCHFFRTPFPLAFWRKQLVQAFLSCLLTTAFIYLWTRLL
Bim-Mcl-1: human Bim-Mcl-1 interaction inhibition. actives 0.1% (n = 190,000). Q07820. inhibition, % at 10 µM. AID 1009. Bead-based flow cytometry, Bim peptide-Mcl-1 binding;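 note: 0% = no compound tracer wells and 100% = peptide blocker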
Mcl1 Noxa PPI: disrupts binding of human Mcl-1 to Noxa peptide; Q07820; AID 1022; TR-FRET Mcl-1/Noxa peptide binding, 2 h; actives 1.5% (n = 220,000); inhibition, % at 21.7 µM;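 active = compounds that cut the protein-peptide binding signal by more than 50% relative to plate controls in a single-dose test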;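 note: His-tagged Mcl-1 with rhodamine Noxa BH3 peptide and terbium anti-His antibody; 0% = Mcl-1 plus Noxa peptide wells and 100% = peptide-only wells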
Active calls of the source: *; [ ] = remark or other dose. Cut-off read from the data, not from the text of the source, unless noted: active = inhibition above about 40%.

Start of the listing, in advance (3 entries):
For Cn1cc(CN2CCc3sccc3C2)c(-c2ccccc2F)n1 the results were Bcl-XL Bim block -2, Bim-Bcl-W -2, RGS4-Gao reg 95, Mcl1 Bid PPI -14, RGS8-Gao 100, RGS7-Gao 95, Bfl-1 Bim block -3, Bim-Bcl-2 0, Bcl-B Bim block -2, Bim-Mcl-1 -2 and Mcl1 Noxa PPI 22.
For Cc1noc(NS(=O)(=O)c2ccc(NC(=O)Nc3ccc(Cl)c(Cl)c3)cc2)c1C the results were Bcl-XL Bim block -7, Bim-Bcl-W -2, RGS4-Gao reg 101, Mcl1 Bid PPI -32, RGS8-Gao 101, RGS7-Gao 99, Bfl-1 Bim block -15, Bim-Bcl-2 -6, Bcl-B Bim block -13, Bim-Mcl-1 -1 and Mcl1 Noxa PPI -4.
For O=C(OC1CCOC1=O)c1cc(-c2ccc(Br)cc2)nc2ccccc12 (configuration not stated) the results were Bcl-XL Bim block -3, Bim-Bcl-W 0, RGS4-Gao reg 100, Mcl1 Bid PPI -5, RGS8-Gao 102, RGS7-Gao 95, Bfl-1 Bim block -8, Bim-Bcl-2 -8, Bcl-B Bim block -8, Bim-Mcl-1 0 and Mcl1 Noxa PPI -4.

The listing, from the first entry:
For Cn1cc(CN2CCc3sccc3C2)c(-c2ccccc2F)n1 the results were Bcl-XL Bim block -2, Bim-Bcl-W -2, RGS4-Gao reg 95, Mcl1 Bid PPI -14, RGS8-Gao 100, RGS7-Gao 95, Bfl-1 Bim block -3, Bim-Bcl-2 0, Bcl-B Bim block -2, Bim-Mcl-1 -2 and Mcl1 Noxa PPI 22.
For Cc1noc(NS(=O)(=O)c2ccc(NC(=O)Nc3ccc(Cl)c(Cl)c3)cc2)c1C the results were Bcl-XL Bim block -7, Bim-Bcl-W -2, RGS4-Gao reg 101, Mcl1 Bid PPI -32, RGS8-Gao 101, RGS7-Gao 99, Bfl-1 Bim block -15, Bim-Bcl-2 -6, Bcl-B Bim block -13, Bim-Mcl-1 -1 and Mcl1 Noxa PPI -4.
For O=C(OC1CCOC1=O)c1cc(-c2ccc(Br)cc2)nc2ccccc12 (configuration not stated) the results were Bcl-XL Bim block -3, Bim-Bcl-W 0, RGS4-Gao reg 100, Mcl1 Bid PPI -5, RGS8-Gao 102, RGS7-Gao 95, Bfl-1 Bim block -8, Bim-Bcl-2 -8, Bcl-B Bim block -8, Bim-Mcl-1 0 and Mcl1 Noxa PPI -4.
Screening CCOc1ccccc1NC(=O)CC1SC(=N)N(c2ccccc2)C1=O (configuration not stated) returned Bcl-XL Bim block -14, Bim-Bcl-W -9, RGS4-Gao reg 101, Mcl1 Bid PPI -6, RGS8-Gao 100, RGS7-Gao 100, Bfl-1 Bim block -4, Bim-Bcl-2 -5, Bcl-B Bim block -4, Bim-Mcl-1 -26 and Mcl1 Noxa PPI 6.
For O=C(/C=C/c1ccccc1[N+](=O)[O-])N1CCN(c2ccccc2F)CC1 the results were Bcl-XL Bim block 0, Bim-Bcl-W 2, RGS4-Gao reg 100, Mcl1 Bid PPI 32, RGS8-Gao 107, RGS7-Gao 102, Bfl-1 Bim block 2, Bim-Bcl-2 5, Bcl-B Bim block 0, Bim-Mcl-1 0 and Mcl1 Noxa PPI 10.
CC(=O)N1C(C)(C)CC(=NOC(=O)c2ccccc2)CC1(C)C was read as Bcl-XL Bim block -4, Bim-Bcl-W -2, RGS4-Gao reg 102, Mcl1 Bid PPI -4, RGS8-Gao 103, RGS7-Gao 105, Bfl-1 Bim block -5, Bim-Bcl-2 -6, Bcl-B Bim block -7, Bim-Mcl-1 -3 and Mcl1 Noxa PPI 3.
Screening Cc1ccc(Nc2nc(Cl)nc(N(C)C#N)n2)cc1 returned Bcl-XL Bim block 0, Bim-Bcl-W -2, RGS4-Gao reg 100, Mcl1 Bid PPI -22, RGS8-Gao 100, RGS7-Gao 100, Bfl-1 Bim block -1, Bim-Bcl-2 -1, Bcl-B Bim block -1, Bim-Mcl-1 0 and Mcl1 Noxa PPI 0.
Screening CC(=O)c1cc(F)c(N2CCN(C(=O)c3ccco3)CC2)cc1C returned Bcl-XL Bim block 6, Bim-Bcl-W -2, RGS4-Gao reg 106, Mcl1 Bid PPI 12, RGS8-Gao 128, RGS7-Gao 109, Bfl-1 Bim block -3, Bim-Bcl-2 -3, Bcl-B Bim block 0, Bim-Mcl-1 0 and Mcl1 Noxa PPI 4.
`COc1ccc(-n2c(=S)[nH]c3ccccc32)cc1` gave Bcl-XL Bim block -2, Bim-Bcl-W -3, RGS4-Gao reg 90, Mcl1 Bid PPI -41, RGS8-Gao 89, RGS7-Gao 105, Bfl-1 Bim block 22, Bim-Bcl-2 -1, Bcl-B Bim block -69, Bim-Mcl-1 -10 and Mcl1 Noxa PPI 4.
Cc1ccc(C(=O)OCC(=O)Nc2sccc2C(N)=O)cc1NC(=O)c1ccco1 was read as Bcl-XL Bim block -6, Bim-Bcl-W 2, RGS4-Gao reg 97, Mcl1 Bid PPI -4, RGS8-Gao 100, RGS7-Gao 95, Bfl-1 Bim block -8, Bim-Bcl-2 -9, Bcl-B Bim block -7, Bim-Mcl-1 -1 and Mcl1 Noxa PPI 23.
`N#Cc1c(Cl)cccc1Oc1ccc(S(=O)(=O)Nc2ccccc2)cc1` gave RGS4-Gao reg 109, Mcl1 Bid PPI 16, RGS8-Gao 106, RGS7-Gao inconclusive and Mcl1 Noxa PPI 12.
`O=C(NC1CCCC1)c1ccc(Br)o1` gave Bcl-XL Bim block 0, Bim-Bcl-W 3, RGS4-Gao reg 104, Mcl1 Bid PPI 2, RGS8-Gao 103, RGS7-Gao 106, Bfl-1 Bim block -10, Bim-Bcl-2 -10, Bcl-B Bim block -6, Bim-Mcl-1 -1 and Mcl1 Noxa PPI -3.
Screening OC(COc1ccc(Cl)cc1)CN1CCCCC1 (configuration not stated) returned Bcl-XL Bim block -5, Bim-Bcl-W -3, RGS4-Gao reg 105, Mcl1 Bid PPI 15, RGS8-Gao 104, RGS7-Gao 102, Bfl-1 Bim block 0, Bim-Bcl-2 0, Bcl-B Bim block -2, Bim-Mcl-1 0 and Mcl1 Noxa PPI -8.
For CC(=O)c1c(C)[nH]c(C(=O)CSc2ccc(F)cc2)c1C the results were RGS4-Gao reg 102, Mcl1 Bid PPI -8, RGS8-Gao 101, RGS7-Gao inconclusive and Mcl1 Noxa PPI -2.
Screening O=C(NCCN=C1NS(=O)(=O)c2ccccc21)c1ccncc1 returned Bcl-XL Bim block 0, Bim-Bcl-W 0, RGS4-Gao reg 148, Mcl1 Bid PPI -23, RGS8-Gao 114, RGS7-Gao 163*[activator], Bfl-1 Bim block 0, Bim-Bcl-2 -1, Bcl-B Bim block -2, Bim-Mcl-1 -2 and Mcl1 Noxa PPI 8.
For COc1ccc(C)cc1NC(=O)Nc1ccccc1SC the results were Bcl-XL Bim block -2, Bim-Bcl-W 0, RGS4-Gao reg 104, Mcl1 Bid PPI 6, RGS8-Gao 100, RGS7-Gao 104, Bfl-1 Bim block -1, Bim-Bcl-2 -1, Bcl-B Bim block -14, Bim-Mcl-1 -2 and Mcl1 Noxa PPI 14.
For CC(C)(C)c1ccc(Cn2c(=N)n(CC(O)c3ccco3)c3ccccc32)cc1 (configuration not stated) the results were Bcl-XL Bim block -2, Bim-Bcl-W 2, RGS4-Gao reg 105, Mcl1 Bid PPI -28, RGS8-Gao 105, RGS7-Gao 108, Bfl-1 Bim block -10, Bim-Bcl-2 -3, Bcl-B Bim block -10, Bim-Mcl-1 -1 and Mcl1 Noxa PPI 27.
Screening CC1CCN(CCCOc2ccc(Br)cc2Cl)CC1 returned Bcl-XL Bim block -4, Bim-Bcl-W -4, RGS4-Gao reg 103, Mcl1 Bid PPI 15, RGS8-Gao 104, RGS7-Gao 102, Bfl-1 Bim block -7, Bim-Bcl-2 -4, Bcl-B Bim block -2, Bim-Mcl-1 -1 and Mcl1 Noxa PPI 33.
`Cc1ccc(NC(=O)c2ccc(CSc3nnc(C)s3)cc2)c(C)c1` gave Bcl-XL Bim block -3, Bim-Bcl-W 1, RGS4-Gao reg 102, Mcl1 Bid PPI -34, RGS8-Gao 100, RGS7-Gao 101, Bfl-1 Bim block -12, Bim-Bcl-2 -1, Bcl-B Bim block -5, Bim-Mcl-1 2 and Mcl1 Noxa PPI 0.
`CC(=O)c1cccc(NC(=O)c2cc(-c3ccc(C)cc3)on2)c1` gave Bcl-XL Bim block -7, Bim-Bcl-W -2, RGS4-Gao reg 93, Mcl1 Bid PPI -4, RGS8-Gao 99, RGS7-Gao 93, Bfl-1 Bim block -10, Bim-Bcl-2 -6, Bcl-B Bim block -6, Bim-Mcl-1 -1 and Mcl1 Noxa PPI -2.
Cc1cnc(NC(=O)c2cc3c(s2)CCCC3)s1 was read as Bcl-XL Bim block 1, Bim-Bcl-W 4, RGS4-Gao reg 99, Mcl1 Bid PPI 10, RGS8-Gao 102, RGS7-Gao 100, Bfl-1 Bim block -13, Bim-Bcl-2 -6, Bcl-B Bim block -8, Bim-Mcl-1 1 and Mcl1 Noxa PPI 8.
Screening CCOc1ccc(/C=N/NC(=O)COc2ccccc2-c2ccccc2)cc1 returned Bcl-XL Bim block 1, Bim-Bcl-W 2, RGS4-Gao reg 107, Mcl1 Bid PPI -1, RGS8-Gao 101, RGS7-Gao 100, Bfl-1 Bim block 0, Bim-Bcl-2 0, Bcl-B Bim block -1, Bim-Mcl-1 0 and Mcl1 Noxa PPI -1.
`O=C(CSCc1ccc(Cl)cc1)Nc1ccc(-c2nnc(-c3ccccc3)o2)cc1` gave Bcl-XL Bim block -9, Bim-Bcl-W -11, RGS4-Gao reg 100, Mcl1 Bid PPI 59*, RGS8-Gao 103, RGS7-Gao 95, Bfl-1 Bim block -6, Bim-Bcl-2 -8, Bcl-B Bim block -14, Bim-Mcl-1 -6 and Mcl1 Noxa PPI 30.
For O=C(CN1CCN(Cc2ccccc2Cl)CC1)N/N=C/c1ccco1 the results were RGS4-Gao reg 98, Mcl1 Bid PPI -47, RGS8-Gao 99, RGS7-Gao inconclusive and Mcl1 Noxa PPI 22.
`Cc1ccc(-n2c(N)c(C(N)=O)sc2=S)c(C)c1` gave Bcl-XL Bim block -11, Bim-Bcl-W -4, RGS4-Gao reg 101, Mcl1 Bid PPI -10, RGS8-Gao 98, RGS7-Gao 113, Bfl-1 Bim block 7, Bim-Bcl-2 -7, Bcl-B Bim block -41, Bim-Mcl-1 -8 and Mcl1 Noxa PPI -16.
For O=C(NCCCN1CCOCC1)c1ccc2c(=O)n(CCc3ccccc3)c(=O)[nH]c2c1 the results were Bcl-XL Bim block -5, Bim-Bcl-W 0, RGS4-Gao reg 104, Mcl1 Bid PPI 4, RGS8-Gao 102, RGS7-Gao 104, Bfl-1 Bim block -12, Bim-Bcl-2 -8, Bcl-B Bim block -9, Bim-Mcl-1 -3 and Mcl1 Noxa PPI -2.
`O=C(c1cccn2c(=O)c3ccc(Cl)cc3nc12)N1CCN(Cc2ccc3c(c2)OCO3)CC1` gave Bcl-XL Bim block -6, Bim-Bcl-W 0, RGS4-Gao reg 99, Mcl1 Bid PPI 3, RGS8-Gao 99, RGS7-Gao 100, Bfl-1 Bim block -16, Bim-Bcl-2 -14, Bcl-B Bim block -6, Bim-Mcl-1 -5 and Mcl1 Noxa PPI 11.

Random draw from the library; any-hit rate near 2.7%.
